Assay outcomes: PubChem, several laboratories
FAS-TE inh – inhibitors of human fatty acid synthase thioesterase domain. 360,000 compounds, 0.67% hits. AID 602261. inhibition, % at 15 µM. recombinant FAS-TE, OMFH fluorogenic substrate, fluorescence endpoint;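 active = compounds whose normalised, plate-corrected inhibition of enzyme fluorescence in the single-dose primary screen is 50% or more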;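 also: 0% = DMSO with enzyme and 100% = substrate without enzyme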
CSN deneddyl inh – inhibitors of human CSN-mediated cullin deneddylation; Q92905; AID 651999; Purified CSN, SCF-Nedd8-OG deneddylation, fluorescence polarization; inhibition, % at 12.5 µM; 360,000 compounds, 0.38% hits;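 active = pattern-corrected inhibition above about 35%, with an unprinted fluorescence ratio check between 0.5 and 1.5, limit read from the data, passing the limit was not always enough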;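 also: 0% = enzyme with substrate and 100% = substrate without enzyme; some results filed as inactive read as strong as hits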
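Schedule: reaction 90 min, room temperature / Assay system: HEK293T-derived human Csn5 enzyme / Input: Csn5 at 0.24 nM final / Measure: inhibition of Csn5 cleavage, % / Control set: substrate-only high control, full reaction low control / Technique: fluorescence polarization of the substrate / Buffer or medium: Tris/NaCl/DTT buffer, pH 7.5 / Reagent: SCFSkp2-Nedd8OG substrate at 10 nM final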
Rpn11 inh – inhibitors of human proteasome Rpn11; human 26S proteasome, Ub4-pepOG fluorescence polarization; 20S core pre-blocked with epoxomicin; 360,000 compounds, 0.59% hits; AID 588493; O00487; calls only at 20 µM;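 active = inhibition at 20 µM, scaled to each plate's controls, above about 33%, limit read from the data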
Target sequence (O00487 whole entry, looked up): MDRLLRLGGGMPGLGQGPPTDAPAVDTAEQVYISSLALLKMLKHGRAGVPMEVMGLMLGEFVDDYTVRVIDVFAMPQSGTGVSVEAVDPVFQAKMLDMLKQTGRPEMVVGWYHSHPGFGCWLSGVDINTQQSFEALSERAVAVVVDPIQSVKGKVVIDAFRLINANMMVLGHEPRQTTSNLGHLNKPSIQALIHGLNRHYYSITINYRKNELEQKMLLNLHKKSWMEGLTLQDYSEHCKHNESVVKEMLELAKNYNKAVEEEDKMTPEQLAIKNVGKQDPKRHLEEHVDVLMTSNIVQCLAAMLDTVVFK
Rin1 Abl inh – human Rin1-Abl interaction inhibition; P00519+Q13671; TR-FRET Rin1/Abl binding, biochemical; inhibition, % at 7.35 µM; 360,000 compounds, 0.4% hits; AID 588664; in the data active = inhibition above about 5%, passing the limit was not always enough
MLLE-PAM2 inh – blocks PAM2 peptide binding to the PABP1 MLLE domain | GST-MLLE / FITC-PAM2 fluorescence polarization | inhibition, % at 20 µM | 360,000 compounds, 0.36% hits; in the data active = inhibition above about 35%, passing the limit was not always enough;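 also: plate controls were DMSO wells with GST-MLLE for no effect and wells lacking GST-MLLE protein for full effect; some results filed as inactive read as strong as hits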
Target sequence (P11940 whole entry, looked up, the tested form may be a part): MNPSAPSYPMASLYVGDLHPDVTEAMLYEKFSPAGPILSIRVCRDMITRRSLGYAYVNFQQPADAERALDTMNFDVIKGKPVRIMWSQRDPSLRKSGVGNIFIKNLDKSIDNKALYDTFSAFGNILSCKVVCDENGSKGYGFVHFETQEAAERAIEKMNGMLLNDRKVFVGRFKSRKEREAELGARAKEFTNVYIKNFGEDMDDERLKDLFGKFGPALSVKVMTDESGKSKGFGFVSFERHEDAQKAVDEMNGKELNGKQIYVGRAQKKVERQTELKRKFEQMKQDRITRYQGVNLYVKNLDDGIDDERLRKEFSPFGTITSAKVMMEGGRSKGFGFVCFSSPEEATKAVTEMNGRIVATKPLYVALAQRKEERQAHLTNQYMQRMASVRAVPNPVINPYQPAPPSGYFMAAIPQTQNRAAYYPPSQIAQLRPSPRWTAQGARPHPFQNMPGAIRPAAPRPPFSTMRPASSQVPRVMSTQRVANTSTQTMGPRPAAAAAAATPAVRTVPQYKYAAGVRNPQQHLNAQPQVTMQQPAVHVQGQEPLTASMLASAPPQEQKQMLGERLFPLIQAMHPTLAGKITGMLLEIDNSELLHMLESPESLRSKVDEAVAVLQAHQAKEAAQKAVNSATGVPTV
Neddyl block – blocks human cullin neddylation; TR-FRET cullin neddylation, biochemical; calls only at 25 µM; 360,000 compounds, 0.58% hits; AID 651699; in the data active = inhibition above about 36%
MT1-MMP act inh – inhibitors of human MT1-MMP activation | HT1080 RFP-PRO-GFP cells, GFP/RFP ratio fluorescence, overnight; percent of plate control window, DMSO zero | GFP/RFP ratio change, % at 20 µM | AID 651647 | 360,000 compounds, 0.061% hits;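 active = GFP/RFP ratio change of at least 30% with cell ATP level not reduced by more than half and red fluorescence within 50% of control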; also: strong numbers were not always called active
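Material – HT1080 RFP-PRO-GFP cells · Control set – DMSO wells and RFP-L50D-GFP cells · Incubation – overnight cell settling, then overnight compound exposure, 37 °C, 5% CO2 · Compound dosing – single-point 20 µM compound, 1% DMSO · Read-out – GFP/RFP fluorescence ratio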
NadD inh – inhibitors of Staphylococcus aureus NadD; AID 602399; inhibition, % at 20 µM; 360,000 compounds, 0.78% hits; purified NadD enzyme, colorimetric absorbance read-out; in the data active = inhibition above about 26%; also: some compounds past the cut are filed as inactive
SKN-1 block – blocks SKN-1 activity in C. elegans; C. elegans VP596 Pgst-4::GFP/RFP ratio, acrylamide-induced, 24 h; inhibition, % at 21.8 µM; 360,000 compounds, 0.49% hits;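 active = interference check ratio from 0.5 to 1.5 plus GFP to RFP signal ratio inhibition reaching or exceeding a fixed threshold, cut at about 30% in these data, passing the limit was not always enough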; also: some compounds called inactive have numbers as strong as hits
Starred values were filed as active, the others as inactive; i = inactive; . = no result given; + = active, no number.

# | SMILES | FAS-TE inh | CSN deneddyl inh | Rpn11 inh | Rin1 Abl inh | MLLE-PAM2 inh | Neddyl block | MT1-MMP act inh | NadD inh | SKN-1 block
1 | O=C(COc1ccc2c3c(c(=O)oc2c1)CCCC3)NCCN1CCOCC1 | -6 | 1 | i | -1 | -3 | + | 3 | -1 | -17
2 | Cn1cnnc1SC(C(=O)Nc1cccc(C(F)(F)F)c1)c1ccccc1 (configuration not stated) | 1 | 5 | i | -1 | -4 | i | -3 | -8 | 5
3 | Cc1ccc(N2CC(C(=O)N3CCc4ccccc43)CC2=O)cc1 (configuration not stated) | -1 | 1 | i | -2 | -4 | i | -1 | 1 | 11
4 | COC(=O)Nc1nnc(SCc2ccc(C)cc2)s1 | -10 | 2 | i | 2 | -15 | i | 10 | -6 | -23
5 | CCOC(=O)c1sc(NC(=O)CN2C(=O)NC3(CCC(C)CC3)C2=O)c(C(=O)OCC)c1C (configuration not stated) | 0 | 1 | i | 4 | 11 | i | 0 | 12 | -23
6 | COc1cc(S(=O)(=O)N2CCOCC2)cc(C(=O)c2nccn2C)c1OC | -5 | 2 | i | 3 | 6 | i | -1 | 4 | 5
7 | COc1ccc([N+](=O)[O-])cc1NC(=O)c1cncc(Br)c1 | 31 | -1 | i | 2 | 6 | i | -1 | -2 | 5
8 | CC(=O)c1sc2nc(-c3cccs3)ccc2c1N | 2 | 7 | i | -1 | 22 | i | -14 | 19 | 27
9 | COc1ccccc1CN(C)C(=O)CN1C(=O)c2ccccc2C1=O | -4 | 0 | i | -1 | 2 | i | 0 | 2 | -6
10 | Cc1ccc2nc3sc(C(=O)Nc4c(C)[nH]c(=O)[nH]c4=O)c(N)c3cc2c1 | -10 | 0 | i | -5 | -1 | i | -16 | 10 | 4
11 | Cc1ccc(S(=O)(=O)N2CCCC2)cc1C(=O)Nc1ccc(-n2cnnn2)cc1 | -6 | -1 | i | 2 | -7 | i | . | -5 | -10
12 | O=C(Cc1csc(-c2ccccc2)n1)NCc1ccco1 | -8 | 3 | i | 1 | -2 | i | 1 | 1 | -18
13 | COc1ccc(/C=C/C(=O)NC(=S)Nc2ccc(S(=O)(=O)Nc3nccnc3OC)cc2)cc1 | -5 | 1 | i | -1 | 38* | i | -2 | 17 | -4
14 | Cc1cc(C)cc(NC(=S)N(CCN2CCCCC2)Cc2ccco2)c1 | 4 | 3 | i | -1 | 12 | i | 3 | -7 | 3
15 | Cc1ccc(S(=O)(=O)N2CCCC2C(=O)Nn2cnnc2)cc1 (configuration not stated) | -4 | 1 | i | 2 | -10 | i | -4 | 1 | 7
16 | O=C(Nc1ccc(-c2ccco2)cc1)C1CCCN(Cc2ccc(CO)o2)C1 (configuration not stated) | -8 | 4 | i | 2 | -9 | i | 0 | 5 | 5
17 | COc1ccc(N2CC(C(=O)NCc3ccccc3)CC2=O)cc1 (configuration not stated) | -9 | 2 | i | 2 | -3 | i | 0 | -2 | -5
18 | O=C(O)CC1S/C(=N/N=C/c2ccc(-c3ccccc3[N+](=O)[O-])o2)NC1=O (configuration not stated) | -2 | 0 | i | -3 | -72 | i | 9 | 0 | 13
19 | Cc1ccc(NC(=O)CN(C)C(=O)COc2ccc(C(=O)c3ccc(F)cc3)cc2)cc1 | 11 | 7 | i | -2 | -39 | i | 1 | -4 | 0
20 | O=C(CSc1nc2ccccc2c(=O)[nH]1)Nc1ccccc1C(F)(F)F | 0 | 2 | i | -4 | -3 | i | -10 | 5 | 11
21 | COc1cc(NS(=O)(=O)c2ccc(Br)s2)cc(OC)c1 | 4 | 0 | i | -6 | -26 | i | -3 | -3 | -2
22 | CC(=O)Nc1ccc(NC(=O)C(C)OC(=O)c2ccc(C)s2)cc1 (configuration not stated) | -5 | 5 | i | 3 | -17 | i | -3 | -1 | 12
23 | O=C(CC(c1ccccc1)c1cc(Cl)ccc1O)NCCN1CCOCC1 (configuration not stated) | -5 | 0 | i | 3 | 10 | i | 0 | -6 | -14
24 | Cc1ccccc1Nc1nccc(N(C)C)c1C#N | -7 | -1 | i | 4 | -8 | i | 0 | -5 | 9
25 | COc1ccccc1C(=O)NCc1ccc2c(c1)OCO2 | -4 | -2 | i | 1 | -5 | i | -1 | 1 | 11
26 | Cc1cccc(C(=O)Nc2cccc(C(=O)Nc3cc(C)ccn3)c2)c1 | 6 | -3 | i | -1 | 3 | i | -2 | -3 | 14
27 | CN(C)c1nc(N)nc(CSc2nc3cc(Cl)ccc3o2)n1 | -4 | 13 | i | -3 | -92 | i | 3 | 3 | 17
28 | CN(C)CCCN1C(=O)C(=O)/C(=C(/O)c2ccncc2)C1c1cccnc1 (configuration not stated) | -10 | 0 | i | 1 | 5 | i | -1 | 0 | 8
29 | Cc1onc(-c2ccc(Cl)cc2Cl)c1C(=O)/C=C/N(C)C | -1 | 4 | i | 0 | -6 | i | -12 | -2 | -2
30 | CCc1nc2ccc(C(=O)Nc3ccc(OC)c(OC)c3)cn2c1N(CC)CCOC | -5 | -1 | i | -5 | -7 | i | -1 | -4 | 9

A draw from above in order of formula weight, rising.
# | SMILES | FAS-TE inh | CSN deneddyl inh | Rpn11 inh | Rin1 Abl inh | MLLE-PAM2 inh | Neddyl block | MT1-MMP act inh | NadD inh | SKN-1 block
18 | O=C(O)CC1S/C(=N/N=C/c2ccc(-c3ccccc3[N+](=O)[O-])o2)NC1=O (configuration not stated) | -2 | 0 | i | -3 | -72 | i | 9 | 0 | 13
5 | CCOC(=O)c1sc(NC(=O)CN2C(=O)NC3(CCC(C)CC3)C2=O)c(C(=O)OCC)c1C (configuration not stated) | 0 | 1 | i | 4 | 11 | i | 0 | 12 | -23
13 | COc1ccc(/C=C/C(=O)NC(=S)Nc2ccc(S(=O)(=O)Nc3nccnc3OC)cc2)cc1 | -5 | 1 | i | -1 | 38* | i | -2 | 17 | -4

Rewritten with values under each structure: entries from further up
Values run as follows: FAS-TE inh, CSN deneddyl inh, Rpn11 inh, Rin1 Abl inh, MLLE-PAM2 inh, Neddyl block, MT1-MMP act inh, NadD inh, SKN-1 block
10) Cc1ccc2nc3sc(C(=O)Nc4c(C)[nH]c(=O)[nH]c4=O)c(N)c3cc2c1
  -10, 0, i, -5, -1, i, -16, 10, 4
25) COc1ccccc1C(=O)NCc1ccc2c(c1)OCO2
  -4, -2, i, 1, -5, i, -1, 1, 11
14) Cc1cc(C)cc(NC(=S)N(CCN2CCCCC2)Cc2ccco2)c1
  4, 3, i, -1, 12, i, 3, -7, 3
17) COc1ccc(N2CC(C(=O)NCc3ccccc3)CC2=O)cc1 (configuration not stated)
  -9, 2, i, 2, -3, i, 0, -2, -5
13) COc1ccc(/C=C/C(=O)NC(=S)Nc2ccc(S(=O)(=O)Nc3nccnc3OC)cc2)cc1
  -5, 1, i, -1, 38*, i, -2, 17, -4

(next part)
# | SMILES | FAS-TE inh | CSN deneddyl inh | Rpn11 inh | Rin1 Abl inh | MLLE-PAM2 inh | Neddyl block | MT1-MMP act inh | NadD inh | SKN-1 block
31 | Cc1cccc(N2CCN(C(=O)C3CC(=O)N(C4CCCC4)C3)CC2)c1C (configuration not stated) | -3 | 0 | i | 1 | -8 | i | -1 | -5 | -9
32 | CCCCn1c(N)c(N(CCOC)C(=O)COC(=O)CNC(=O)c2ccc(Cl)c(Cl)c2)c(=O)[nH]c1=O | -2 | -3 | i | 0 | -5 | i | -3 | 2 | 5
33 | CC1CCN(S(=O)(=O)c2ccc(NC(=O)CN3C(=O)NC(C)(c4ccccc4)C3=O)cc2)CC1 (configuration not stated) | 8 | -1 | i | 4 | -47 | i | 5 | 2 | 9
34 | Cc1cc(NC(=O)CS(=O)(=O)c2cn(Cc3ccccc3Cl)c3ccccc23)no1 | 17 | -1 | i | 1 | 7 | i | -9 | 0 | 7
35 | O=C(CNC1CCCCC1)Nc1ccc(Cl)cc1 | -4 | -4 | i | -1 | 4 | i | -3 | -6 | 16
36 | CCOC(=O)c1[nH]c2ccc(C)cc2c1N | -6 | 3 | i | 1 | -1 | i | -2 | -8 | 14
37 | COc1cc2c(cc1OC)CN(C(=O)C(CCSC)NS(=O)(=O)c1ccc(C)cc1)CC2 (configuration not stated) | -4 | -2 | i | -2 | -8 | i | -2 | -6 | 6
38 | Cc1cnn(-c2cc(N/N=C/c3ccccc3F)ncn2)c1 | -7 | -6 | i | 1 | -10 | i | 1 | 11 | 4
39 | C/C(=N\NC(=O)C1CC1)c1ccc(OC(F)F)cc1 | -2 | 5 | i | -1 | 10 | i | -3 | 4 | 20
40 | O=C(CN1C(=O)COc2ccc(S(=O)(=O)N3CCOCC3)cc21)NCc1ccccn1 | -3 | 1 | i | 1 | -2 | i | -6 | -1 | -9
41 | Cc1cc(NC(=O)COC(=O)c2cccc(OCc3ccccc3)c2)no1 | -5 | -4 | i | -1 | -42 | i | 2 | 3 | -4
42 | Cc1ccc(CNC(=O)CSc2ccc(-c3cccs3)nn2)cc1 | -7 | -2 | i | -2 | -2 | i | -2 | -2 | 0
43 | COc1ccc(CCN2C(=NC(=O)C(C)C)SC3CS(=O)(=O)CC32)cc1OC (configuration not stated) | -5 | 3 | i | 0 | 1 | i | 3 | 1 | -4
44 | N=C(c1cccc([N+](=O)[O-])c1)N1CCCCCC1 | -4 | -1 | i | 0 | 5 | i | 2 | -10 | -5
45 | CCO[C@@H]1OC(C(=O)NC2CC2)=C[C@H](c2csc3ccccc23)[C@H]1CCCO | -10 | -1 | i | 0 | -8 | i | 0 | -1 | 3
46 | COc1ccc(C(C(=O)NC(C)(C)C)N(C(=O)CNC(=O)c2cccs2)c2ccc(NC(C)=O)cc2)cc1OC (configuration not stated) | -1 | 2 | i | 5 | -1 | i | -2 | -1 | -3
47 | Cc1occc1C(=O)N1CCN(S(=O)(=O)c2ccccc2)CC1 | -9 | 0 | i | 1 | 1 | i | -1 | -3 | -16
48 | O=C(NCCCn1ccnc1)c1ccccc1Cl | -2 | -1 | i | 2 | 7 | i | -1 | -1 | -9
49 | Cc1c(Cc2ccccc2)c(=O)[nH]c(=O)n1C | -6 | 2 | i | 1 | 3 | i | 3 | -1 | 10
50 | O=C(Cc1cccs1)NNC(=S)NC(=O)c1ccco1 | -4 | -5 | i | 1 | 16 | i | 3 | 1 | 13
51 | CC(OC(=O)c1ccc(S(=O)(=O)NCc2ccco2)cc1)C(=O)Nc1ncc(Cl)cc1Cl (configuration not stated) | -3 | 4 | i | -1 | 3 | i | 3 | 0 | 5
52 | COc1ccccc1N/C=C/C(=C(C#N)C#N)N(C)C | 0 | -2 | i | -3 | -10 | i | 1 | 3 | -7
53 | COc1ccccc1-c1nnc2sc(COc3ccc(F)cc3)nn12 | -5 | -2 | i | 0 | -8 | i | 1 | 6 | -1
54 | O=C(NC1c2ccccc2-c2ccccc21)c1ccco1 | 0 | 4 | i | 3 | -16 | i | -15 | -3 | 1
55 | COc1cc(C)ccc1OCCOc1ccccc1Cl | 13 | -1 | i | 1 | 6 | i | 1 | -7 | 17
56 | COc1ccccc1CNC(=O)C[C@@H]1C[C@H]2c3cc(NC(=O)c4ccc5c(c4)OCO5)ccc3O[C@H]2[C@@H](CO)O1 | -6 | 1 | i | -3 | -8 | i | 4 | -5 | 8
57 | CN1CCc2c(OCC(=O)N3CCC(Cc4ccccc4)CC3)cccc2C1=O | 5 | -1 | i | -1 | -6 | i | -5 | 1 | 2
58 | Cc1ccc(S(=O)(=O)CCC(=O)N(Cc2nnc(-c3ccc(Cl)cc3)o2)C2CC2)cc1 | 10 | -2 | i | 1 | -34 | i | -1 | 2 | 12
